Source: PubChem BioAssay
RNase H inhibition: RNase H inhibition, HIV 1 Gag Pol polyprotein, FRET biochemical assay, screening (AID 372). HIV-1 RT RNase H, FRET RNA/DNA substrate fluorescence; higher % means a stronger effect. inhibition, % at 10 µM; hits with a dose series show IC50 in µM. actives 0.77% (n = 100,000); in the data active = inhibition above about 50%
An asterisk follows results filed as active. An excerpt (hit frequency here may not be typical).

No.	SMILES	RNase H inhibition
1	COc1ccc(NC(=O)C2COc3ccccc3O2)cc1OC (centres undefined)	4.0%
2	Cc1cc(OCC(=O)Nc2cccc(-c3nc4ccccc4o3)c2C)cc(C)c1Cl	18.0%
3	Cc1ccc(NC(=O)c2ccc3c(c2)C(=O)N(CC2CCCO2)C3=O)cc1C (centres undefined)	0.0%
4	COc1cc([N+](=O)[O-])ccc1N1C(=O)C2C3c4ccccc4C(C(C)=O)(c4ccccc43)C2C1=O (centres undefined)	24.0%
5	CCOC(=O)C(C(=O)OCC)=C1Sc2ccccc2N1C	15.0%
6	COc1ccc(NC(=O)/C=C/c2ccc(OCc3ccc(Cl)cc3)c(OC)c2)cc1	4.0%
7	Oc1ccc(Br)cc1CN1CCN(Cc2ccncc2)CC1	4.0%
8	COC(C(=O)N/N=C/c1ccc(Cl)cc1)c1ccccc1 (centres undefined)	6.0%
9	O=C1C=CC(=O)N1c1ccc(N2C(=O)C=CC2=O)c(Cl)c1	34.0%
10	O=C(NC(=S)Nc1cccc(NC(=O)c2ccc(Cl)cc2Cl)c1)c1ccco1	11.0%
11	COc1ccc(CCNC2CC(=O)N(c3ccccc3)C2=O)cc1OC (centres undefined)	6.0%
12	O=C(Nc1ccc(I)cc1)N1CCOCC1	4.0%
13	CC1=NN(c2ccccc2)C(=O)/C1=C/c1ccc(OS(=O)(=O)c2ccccc2[N+](=O)[O-])cc1	28.0%
14	CC(=O)N1C(=O)/C(=C2\SC(=O)NC2=O)c2ccccc21	1.0%
15	CC(=O)C1=C(O)C(=O)N(CCO)C1c1ccc(N(C)C)cc1 (centres undefined)	0.0%
16	CC(C)c1ccc(C2C(C#N)=C(N)SC(N)=C2C#N)cc1	2.0%
17	COc1cccc(-c2nc(-c3ccccn3)no2)c1	0.0%
18	O=C(O)c1cccc(N2C(=O)c3cccnc3C2=O)c1	0.0%
19	COc1ccc(/C(N)=N/OC(=O)COc2ccc(Br)c(C)c2)cc1	10.0%
20	Cc1ccc(-c2nc3cc(Cl)ccc3o2)cc1NC(=O)c1cccc([N+](=O)[O-])c1C	29.0%
21	O=C1ON=C(c2ccccc2)/C1=C/c1ccc(Br)s1	13.0%
22	COc1ccc(NC(=O)C2=C(C)NC(=S)NC2c2ccc(O)cc2)cc1 (centres undefined)	6.0%
23	CCOC(=O)C1=C(CC)OC(N)=C(C#N)C1c1cccc(Cl)c1 (centres undefined)	1.0%
24	CCOC(=O)CCCNC(=O)CCNC(=O)c1ccc(OCC)cc1	9.0%
25	COc1ccc(C(=O)NC(=S)Nc2cccc(-c3nc4ccccc4o3)c2C)cc1[N+](=O)[O-]	5.0%
26	O=C1/C(=C\c2cc3c(cc2Br)OCO3)SC(=S)N1c1cccc(C(F)(F)F)c1	3.0%
27	COc1ccc2nc(NC(=O)C3CCCN3S(=O)(=O)c3ccc(C)cc3)sc2c1 (centres undefined)	13.0%
28	O=C1NC(=O)N(c2ccc3c(c2)OCO3)C(=O)/C1=C/c1cccn1-c1ccc(Cl)cc1	32.0%
29	Cc1ccccc1C1(Cc2ccccc2)C(=O)c2ccccc2C1=O	7.0%
30	O=C(CSc1nc2ccccc2o1)OCC(=O)c1ccc(F)cc1	0.0%
31	COc1ccc(/C=C2\SC(=S)N(CCCC(=O)NC34CC5CC(CC(C5)C3)C4)C2=O)cc1	5.0%
32	COc1cccc(/C=C2/N=C(c3ccc(NC(C)=O)cc3)OC2=O)c1	12.0%
33	CCCCCCCCC(=O)N/N=C(\C)c1ccco1	10.0%
34	O=C(Nc1ccccc1)Nc1nnc(-c2ccc([N+](=O)[O-])cc2)s1	5.0%
35	[O-][n+]1onc2c3c4c(n(OCc5ccccc5)c3ccc21)CCCC4	9.0%
36	Cc1sc(Nc2cccc(O)c2)nc1-c1ccccc1	0.0%
37	O=C(/C=C/c1cccc(C(F)(F)F)c1)Nc1cccc2cccnc12	5.0%
38	CCNc1ncnc2c1oc1ccccc12	5.0%
39	C(=N\n1cnnc1)/c1ccc(OCc2cccc3ccccc23)cc1	45.0%
40	Cc1cc(C)nc(N/N=C/c2ccccc2)n1	18.0%

Four entries already listed, sorted by length of the SMILES, lowest first:
No.	SMILES	RNase H inhibition
36	Cc1sc(Nc2cccc(O)c2)nc1-c1ccccc1	0.0%
29	Cc1ccccc1C1(Cc2ccccc2)C(=O)c2ccccc2C1=O	7.0%
34	O=C(Nc1ccccc1)Nc1nnc(-c2ccc([N+](=O)[O-])cc2)s1	5.0%
28	O=C1NC(=O)N(c2ccc3c(c2)OCO3)C(=O)/C1=C/c1cccn1-c1ccc(Cl)cc1	32.0%

New compounds follow:
No.	SMILES	RNase H inhibition
41	CC1=C(C(=O)OC(C)C)C(c2ccc(F)cc2)NC(=S)N1 (centres undefined)	7.0%
42	O=C(O)COc1ccc(/C=C2\C(=O)NC(=O)N(c3cccc(Cl)c3)C2=O)cc1Cl	15.0%
43	CC1(C)N(O)C(c2ccc[nH]2)N(O)C1(C)C	0.0%
44	Cc1ccc(/C(O)=C2\C(=O)C(=O)N(C)C2c2ccccc2[N+](=O)[O-])cc1 (centres undefined)	3.0%
45	O=C(Oc1c(C(=O)Nc2ccc(Cl)c([N+](=O)[O-])c2)ccc2ccccc12)c1ccccc1	4.0%
46	COc1ccc(OC)c(/C=N\N2CCN(c3ccccc3OC)CC2)c1	2.0%
47	COc1ccccc1NC(=O)NCc1ccccn1	5.0%
48	COc1ccc(CN2CCN(Cc3ccccc3C(F)(F)F)CC2)cc1Br	4.0%
49	Cc1ccc(C(=O)O/N=C(\N)c2ccccc2)c(Cl)c1	6.0%
50	CCOC(=O)C1=C(C)N=c2s/c(=C\c3ccc(C(C)=O)c(OC)c3)c(=O)n2C1c1ccccc1 (centres undefined)	7.0%
51	O=C(O)c1cc(N=Cc2ccc(C#Cc3ccccc3)cc2)ccc1O	21.0%
52	CCOc1ccc(N(CC(=O)Nc2cccc(C(C)=O)c2)S(C)(=O)=O)cc1	51.0%*
53	Cc1nc2c(CN(C)C)c(O)ccc2[nH]1	3.0%
54	CCOC(=O)c1c(NC(=O)C(C)N2C(=O)c3ccccc3C2=O)sc2c1CCC(C)C2 (centres undefined)	18.0%
55	Cc1cc(C)nc(/N=C(\N)Nc2ccc(Cl)cc2C(=O)c2ccccc2)n1	21.0%
56	CCC(=O)NC(Nc1ccccc1Cl)(C(F)(F)F)C(F)(F)F	8.0%
57	CCOC(=O)c1c(NC(=O)c2c(F)c(F)c(F)c(F)c2F)sc2c1CCCCC2	39.0%
58	O=C(O)c1ccc(-c2ccc(/C=C3\SC(=S)N(c4ccc([N+](=O)[O-])cc4)C3=O)o2)cc1	49.0%
59	CCc1ccc(NC(=O)c2cc([N+](=O)[O-])ccc2Cl)cc1	12.0%
60	Cc1ccccc1C(=O)Nc1ccc(Oc2ccc(Cl)cc2)cc1	15.0%
61	Cc1ccc(OCCCCN2CCC(C)CC2)c(Br)c1	9.0%
62	COc1cc(/C=C2\C(=O)NC(=O)N(c3ccc(Br)cc3)C2=O)ccc1OCC(=O)O	0.0%
63	CCOc1ccc(NC(=O)CC2S/C(=N\N=C\c3ccccc3OC)NC2=O)cc1 (centres undefined)	1.0%
64	O=C(NC(Oc1ccc(Br)cc1)C(Cl)(Cl)Cl)c1ccc([N+](=O)[O-])cc1 (centres undefined)	10.0%
65	Cc1ccc(-c2csc(NC(=O)c3cc(-c4ccc(Br)cc4)nc4ccccc34)n2)c(C)c1	26.0%
66	COC(=O)c1ccccc1NC(=O)CN(c1cccc([N+](=O)[O-])c1)S(=O)(=O)c1ccccc1	2.0%
67	CCOc1ccc(N2C(=O)c3ccc([N+](=O)[O-])cc3C2=O)cc1	2.0%
68	Cc1ccc(C2OCC3(CO)COC(c4ccc(C)cc4)N23)cc1 (centres undefined)	9.0%
69	Cc1cc(NC(=O)Cc2cccs2)ccc1NC(=O)c1cccs1	8.0%
70	O=C1NC(=S)S/C1=C\c1ccc(-c2ccccc2)cc1	16.0%
71	Cc1onc(-c2ccccc2)c1C(=O)Nc1ccc(C(C)C)cc1	23.0%
72	CC1(C)CC(C(=O)COc2cc(O)c3c(=O)cc(-c4ccccc4)oc3c2)CCO1 (centres undefined)	0.0%
73	CC1(C)CC(CC(=O)O)(Cc2ccccc2)CCO1 (centres undefined)	13.0%
74	Cc1oc(/C=N/NC(=O)CN(c2ccccc2)S(=O)(=O)c2ccccc2)cc1Br	18.0%
75	CC(NC(=O)CSc1nnc(N)s1)c1ccccc1 (centres undefined)	15.0%
76	CCOC(=O)c1ccc(NC(=O)C2CC(=O)N(c3ccc(Br)cc3)C2)cc1 (centres undefined)	20.0%
77	Cc1ccccc1C(=O)Nc1ccc(Cl)cn1	6.0%
78	Cc1n[nH]c(C)c1Sc1ccccc1N=Cc1cc(Cl)cc(Br)c1O	2.0%
79	Cc1ccc(/C(O)=C2\C(=O)C(=O)N(CCCC(=O)O)C2c2ccccc2F)cc1 (centres undefined)	28.0%
80	C=CCc1cc(/C=C2\C(=O)NC(=O)N(c3cccc(C)c3C)C2=O)cc(OCC)c1O	19.0%
81	COc1ccc(CC(=O)Nc2cc(NC(=O)Cc3ccc(OC)cc3)cc(C(=O)NC(C)(C)C)c2)cc1	15.0%
82	O=C(O)CCN1C(=O)/C(=C/c2cccc(OCc3ccccc3)c2)SC1=S	20.0%
83	C=CCOc1c(Br)cc(/C=C2\C(=O)NC(=O)N(c3ccc(Cl)cc3)C2=O)cc1OC	24.0%
84	O=C(NN=C1CCCCCC1)c1ccccc1O	0.0%
85	C=CCn1c(/C=C(/OC(=O)c2ccccc2Cl)c2ccccc2Cl)nc2ccccc21	11.0%
86	O=[N+]([O-])c1ccc(C2Nc3ccc(OC(F)(F)F)cc3C3C=CCC32)cc1 (centres undefined)	16.0%
87	O=C(OCCN1CCOCC1)c1ccc(F)cc1	4.0%
88	O=C1CCCC2=C1C(c1ccc(F)cc1)C1=C(CCCC1=O)O2	3.0%
89	CCC(C)NC(=O)COc1ccc2ccccc2c1 (centres undefined)	6.0%
90	COc1cc(C(=O)Nc2c(C)cccc2C(C)C)c(Br)c(OC)c1OC	0.0%
91	O=C(CCCN1C(=O)/C(=C\c2ccccc2Cl)SC1=S)Nc1ccc(F)c(Cl)c1	17.0%
92	COC(=O)N/N=C\C=C\c1ccc2c(c1)OCO2	4.0%
93	C(=C1C=C(c2ccccc2)OC(c2ccccc2)=C1)C(=Nc1ccccc1)c1ccccc1	14.0%
94	Cc1cc(C)n(C(=O)CCC(=O)Nc2cccc(Cl)c2C)n1	7.0%
95	Cc1ccc(/C(=C2\OC(=O)c3ccccc32)[N+](=O)[O-])c(C)c1	5.0%
96	Cc1ccc(/C(O)=C2\C(=O)C(=O)N(C)C2c2ccc(I)cc2)cc1 (centres undefined)	8.0%
97	CC1=C(C(=O)Nc2ccc(Cl)cc2)C(c2ccc(Br)c([N+](=O)[O-])c2)NC(=O)N1 (centres undefined)	17.0%
98	CCOC(=O)C1=C(C)N=c2s/c(=C/c3ccc(C)c(OC)c3)c(=O)n2C1c1ccccc1OC (centres undefined)	1.0%
99	CCc1cccc(NC(=O)CCc2ccccc2)c1	6.0%
100	CCCc1nn2c(N)c(C=C3C=CC(=O)C=C3)c(=O)nc2s1	0.0%

(listing goes on)
No.	SMILES	RNase H inhibition
101	CC(C)CN1C(=O)/C(=C/c2ccccc2F)SC1=S	11.0%
102	O=C1C2C3C=CC(C3=C3CCCC3)C2C(=O)N1Cc1ccccc1 (centres undefined)	4.0%
103	CCSCCOC(=O)C1=C(C)NC2=C(C(=O)CCC2)C1c1ccc(OCCO)c(OC)c1 (centres undefined)	2.0%
104	COc1cccc(C(CC(=O)O)NC(=O)c2ccccc2)c1 (centres undefined)	0.0%
105	Nc1cccc(C2=Nc3cccc4cccc(c34)N2)c1	56.0%*
106	O=C(CSc1cccc2cccnc12)Nc1nccs1	0.0%
107	C=CCNC(=S)Nc1sc2c(c1C(=O)OCC)CC(C)(C)OC2	4.0%
108	CCSC1=C(C#N)C(c2ccc([N+](=O)[O-])cc2)CC(=O)N1 (centres undefined)	6.0%
109	CC(/C=N/n1c(-c2ccccc2)n[nH]c1=S)=C\c1ccccc1	15.0%
110	C=CCOc1c(Br)cc(C=O)cc1OC	3.0%
111	COc1ccccc1NC(=O)C1CCC(=O)N1 (centres undefined)	0.0%
112	C=CCNC(=S)N1CCN(CCNC(=O)C(=O)Nc2ccc(C)cc2)CC1	9.0%
113	COc1ccc(Cl)cc1C(=O)N1CCN(c2cccc(Cl)c2)CC1	3.0%
114	COc1ccccc1/C=C1/SC(=S)N(CCC(=O)N2c3ccccc3Sc3ccccc32)C1=O	20.0%
115	CCOCCOC(=O)c1cccc(NC(=O)c2ccccc2C)c1	2.0%
116	COc1ccc(OC)c(/C=N/NC(=O)CN2CCCCCC2)c1	8.0%
117	COC(=O)C1=C(C(=O)OC)SC(=C2C(=S)C(C)(C)N(C(=O)C(F)(F)F)c3ccc(OC)cc32)S1	15.0%
118	Oc1ccc(Br)cc1/C=N/c1nc2ccccc2[nH]1	6.0%
119	O=C(Nc1ccccc1)Nc1nnc(SCCOc2ccccc2)s1	0.0%
120	C/C(=N/NC(=O)COc1ccc(C)cc1)c1cccc([N+](=O)[O-])c1	2.0%
121	COc1cc(/C=C2/C(=N)N3N=C(c4ccccc4)SC3=NC2=O)ccc1OCCOc1ccccc1	9.0%
122	Cc1ccc(Cn2cc(C=C3C(=O)N(C)C(=S)N(C)C3=O)c3ccccc32)cc1	24.0%
123	O=C(NC(=S)N1CCN(c2ccc([N+](=O)[O-])cc2Cl)CC1)c1ccc(Cl)cc1	4.0%
124	CCCN(CCC)c1ccc(/C=N/Nc2ccc(S(=O)(=O)O)cc2)cc1	13.0%
125	C=CCN1C(=O)/C(=C/c2cccc(OCCOc3ccccc3Cl)c2)SC1=S	19.0%

Given as labelled records: entries from further up
[123] O=C(NC(=S)N1CCN(c2ccc([N+](=O)[O-])cc2Cl)CC1)c1ccc(Cl)cc1
  RNase H inhibition: 4.0%

[124] CCCN(CCC)c1ccc(/C=N/Nc2ccc(S(=O)(=O)O)cc2)cc1
  RNase H inhibition: 13.0%

[125] C=CCN1C(=O)/C(=C/c2cccc(OCCOc3ccccc3Cl)c2)SC1=S
  RNase H inhibition: 19.0%
